ADAM17 inh: inhibits human ADAM17; 370,000 tested, 0.83% active; P78536; inhibition, % at 6.95 µM; recombinant ADAM17, EDANS/DABCYL FRET peptide cleavage;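 active = inhibition above the mean of compounds lying between control limits plus 3 SD, set per campaign, cut at about 8.5% in these data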;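 note: 0% = DMSO-only wells as the low control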
Target sequence (P78536 215-824 limits assumed): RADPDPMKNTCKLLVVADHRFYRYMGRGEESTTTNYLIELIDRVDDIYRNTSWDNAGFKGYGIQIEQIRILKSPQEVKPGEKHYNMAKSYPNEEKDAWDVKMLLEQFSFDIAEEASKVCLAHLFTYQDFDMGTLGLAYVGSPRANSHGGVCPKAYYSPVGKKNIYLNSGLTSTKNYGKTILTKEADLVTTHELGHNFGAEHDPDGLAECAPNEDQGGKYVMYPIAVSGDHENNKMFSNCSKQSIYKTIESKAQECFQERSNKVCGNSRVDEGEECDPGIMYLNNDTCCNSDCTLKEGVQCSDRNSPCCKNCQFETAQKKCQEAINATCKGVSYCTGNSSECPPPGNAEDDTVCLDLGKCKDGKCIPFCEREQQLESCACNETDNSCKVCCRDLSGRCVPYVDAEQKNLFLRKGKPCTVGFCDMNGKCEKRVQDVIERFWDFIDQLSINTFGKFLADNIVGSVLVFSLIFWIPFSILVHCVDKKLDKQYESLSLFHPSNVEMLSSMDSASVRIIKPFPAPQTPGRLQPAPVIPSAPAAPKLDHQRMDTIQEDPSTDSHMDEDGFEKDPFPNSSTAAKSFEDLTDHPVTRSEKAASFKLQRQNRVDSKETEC
DAX1 inh-1: inhibitors of DAX1 repression of SF-1 activated StAR promoter | 370,000 tested, 1.1% active | AID 652010 | HEK293T StAR-luciferase reporter, SF-1/DAX-1 repression relief | inhibition, % at 6.8 µM;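 active = inhibition above the mean over all tested compounds plus 3 SD, cut at about 3.6% in these data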;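 note: 0% = DAX-1 cells with DMSO and 100% = cells lacking DAX-1 with DMSO; higher inhibition means more luminescence from relief of DAX-1 repression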
hcDAF-12 act: H. contortus DAF-12 activation, primary screen; activation, % at 6.8 µM; 370,000 tested, 1.4% active; HEK293 hcDAF-12 lit1-tk-luc reporter, luminescence; 0% DMSO, 100% Δ7-dafachronic acid; AID 652067;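 active = activation above the mean of all tested compounds plus 3 SD, cut at about 5.5% in these data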;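 note: 100% = response to 3 µM Δ7-dafachronic acid high control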
ssDAF-12 act: activators of S. stercoralis DAF-12 nuclear receptor. 370,000 tested, 1% active. AID 652126. activation, % at 6.8 µM. HEK293 ssDAF-12/GRIP1 lit1-tk-luc reporter, luminescence; % of 3 µM dafachronic acid response;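 active = activation above the mean over all tested compounds plus 3 SD, cut at about 0.9% in these data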;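 note: 0% = DMSO-only wells and 100% = 3 µM delta7-dafachronic acid wells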
FXN GAA850 act: activators of GAA850 frataxin (FXN) promoter; 360,000 tested, 0.56% active; activation, % at 6 µM; AID 540364; HEK293 lucGAA850 FXN promoter luciferase reporter, 24 h; percent of 10 µM SAHA response;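 active = activation above the average of all compounds screened plus 3 SD, cutoff fixed separately per campaign, cut at about 7.5% in these data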;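 note: 0% = DMSO wells and 100% = 10 µM SAHA wells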
SMARCA2 act: increases SMARCA2 function in MMTV reporter cells. activation, % at 9.1 µM. 370,000 tested, 1% active. MG213 cells, MMTV-luciferase reporter, dexamethasone, overnight; in the data active = activation above about 7.8%;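 note: 0% = vehicle wells and 100% = reference activator wells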
DAX1 inh-2: NR0B1 (DAX1) inhibition. AID 504766. inhibition, % at 6.75 µM. HEK293 Gal4-DAX1 luciferase reporter, luminescence. P51843. 340,000 tested, 0.99% active;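 active = inhibition above the mean over all tested compounds plus 3 SD, cut at about 4.2% in these data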;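 note: 0% = DAX1-transfected cells with DMSO and 100% = empty-vector control cells with DMSO; inhibition shows as a rise in luminescence from relieved DAX1 repression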
Target sequence (P51843 207-470 limits assumed): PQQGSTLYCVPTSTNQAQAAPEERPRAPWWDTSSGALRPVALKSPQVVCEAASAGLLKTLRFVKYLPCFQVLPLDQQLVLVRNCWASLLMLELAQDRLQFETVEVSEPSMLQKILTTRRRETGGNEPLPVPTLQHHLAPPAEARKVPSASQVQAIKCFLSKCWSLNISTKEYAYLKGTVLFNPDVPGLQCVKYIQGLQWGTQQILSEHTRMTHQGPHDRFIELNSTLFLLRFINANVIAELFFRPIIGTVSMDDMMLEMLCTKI
hgDAF12 agonist: agonists of H. glycines DAF-12 nuclear receptor; 370,000 tested, 1.8% active; activation, % at 6.8 µM; HEK293 GAL4-hgDAF12 UAS-luciferase reporter, agonist luminescence; normalized to butyrate control;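 active = activation above a cutoff set at the mean of all screened compounds plus 3 SD, cut at about 10% in these data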;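 note: 0% = DMSO wells and 100% = sodium butyrate wells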
ADAM10 inh: inhibitors of human ADAM10; inhibition, % at 7 µM; 370,000 tested, 0.62% active; recombinant ADAM10, EDANS/DABCYL FRET peptide cleavage, 3 h;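 active = inhibition above a per-campaign cutoff equal to the mean of compounds falling between control-based bounds plus 3 SD, cut at about 20% in these data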;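 note: 0% = DMSO wells while the 100% control is not disclosed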
PG9 Ab binder: small molecules binding HIV-1 gp120 antibody PG9; TR-FRET gp120-PG9 antibody binding; inhibition, % at 6.7 µM; 360,000 tested, 0.43% active; in the data active = inhibition above about 8.5%
GC-A act: GC-A (human) enzyme activation; P16066; HEK293 GC-A cells, cGMP TR-FRET, EC30 ANP; 0% at EC30 ANP, 100% saturating ANP; activation, % at 10 µM; 370,000 tested, 0.14% active; in the data active = activation above about 40%
Starred values were filed as active, the others as inactive; & = joins results of further samples.

For CC1CCN(C(=O)C2CCN(S(=O)(=O)c3cccc4nsnc34)CC2)CC1 the results were ADAM17 inh 1.8, DAX1 inh-1 -0.4, hcDAF-12 act -0.6, ssDAF-12 act -1.5, FXN GAA850 act 0.8, SMARCA2 act -1.3, DAX1 inh-2 1.8, hgDAF12 agonist -2.7, ADAM10 inh -4.3, PG9 Ab binder -1.6 and GC-A act -3.0.
For CCOc1ccccc1OCC(=O)N/N=C(\C)Cc1ccc(OC)cc1 the results were ADAM17 inh 4.4, DAX1 inh-1 2.2, hcDAF-12 act -0.7, ssDAF-12 act -0.9, FXN GAA850 act -0.7, SMARCA2 act -3.8, DAX1 inh-2 1.5, hgDAF12 agonist -2.6, ADAM10 inh 1.1, PG9 Ab binder -0.6 and GC-A act -1.0.
For Cc1ccc(S(=O)(=O)N2CCCC2C(=O)N2CCc3ccccc3C2)cc1C (stereo not given) the results were ADAM17 inh 1.0, DAX1 inh-1 0.2, hcDAF-12 act 0.2, ssDAF-12 act -0.1, SMARCA2 act -0.6, hgDAF12 agonist 0.3, ADAM10 inh -10.4 and GC-A act 1.9.
Screening Cc1c2cnn(CC(=O)NCCCN3CC(C)CC(C)C3)c(=O)c2c(C)n1Cc1ccc(Cl)cc1 (stereo not given) returned ADAM17 inh -0.6, DAX1 inh-1 0.3, hcDAF-12 act -1.2, ssDAF-12 act -0.8, FXN GAA850 act -2.2, SMARCA2 act -2.9, DAX1 inh-2 0.9, hgDAF12 agonist 1.4, ADAM10 inh -13.2, PG9 Ab binder 0.4 and GC-A act -2.4.
CCc1nccn1-c1cc(C(C)(C)C)nc2c(-c3ccc(Cl)cc3)cnn12 was read as ADAM17 inh -10.4, DAX1 inh-1 0.6, hcDAF-12 act -1.0, ssDAF-12 act -1.1, FXN GAA850 act 3.3, SMARCA2 act 1.6, DAX1 inh-2 0.5, hgDAF12 agonist 1.8, ADAM10 inh -28.2, PG9 Ab binder -0.8 and GC-A act 7.2.
`CC(=O)c1c(C)n(-c2ccc(N(C)C)cc2)c2ccc(OCC(N)=O)cc12` gave ADAM17 inh -4.0, DAX1 inh-1 -1.9, hcDAF-12 act -2.5, ssDAF-12 act -1.9, FXN GAA850 act -0.7, SMARCA2 act -1.7, DAX1 inh-2 -1.1, hgDAF12 agonist -2.9, ADAM10 inh 0.2, PG9 Ab binder -0.1 and GC-A act -0.9.
Screening COc1ccc(OCC(=O)N2CC3(C)CC2CC(C)(C)C3)cc1 (stereo not given) returned ADAM17 inh -7.0, DAX1 inh-1 0.5, hcDAF-12 act -1.2, ssDAF-12 act -1.7, FXN GAA850 act 1.1, SMARCA2 act -0.6, DAX1 inh-2 0.0, hgDAF12 agonist 1.1, ADAM10 inh 2.1, PG9 Ab binder 1.4 and GC-A act 6.0.
For c1ccc2c(c1)nc1n2CN(Cc2ccc3c(c2)OCO3)CN1 the results were ADAM17 inh -1.2, DAX1 inh-1 -0.2, hcDAF-12 act -1.5, ssDAF-12 act -1.2, FXN GAA850 act 1.9, SMARCA2 act 2.5, DAX1 inh-2 3.1, hgDAF12 agonist 2.1, ADAM10 inh -4.8, PG9 Ab binder -0.6 and GC-A act 0.3.
Screening COc1ccc(Nc2nnc(C)c(=O)[nH]2)cc1 returned ADAM17 inh -0.3, DAX1 inh-1 -0.2, hcDAF-12 act -0.4, ssDAF-12 act -1.2, FXN GAA850 act -0.6, SMARCA2 act -0.2, DAX1 inh-2 -0.4, hgDAF12 agonist -0.7, ADAM10 inh 3.7, PG9 Ab binder 1.9 and GC-A act -4.0.
`O=C(NC1CC1)c1ccc(Cl)c(S(=O)(=O)N2CCOCC2)c1` gave ADAM17 inh -5.1, DAX1 inh-1 0.0, hcDAF-12 act -0.9, ssDAF-12 act -1.0, FXN GAA850 act -1.4, SMARCA2 act -1.6, DAX1 inh-2 0.2, hgDAF12 agonist -1.3, ADAM10 inh -1.9, PG9 Ab binder 1.6 and GC-A act -2.3.
Screening O=C(NCc1ccco1)c1ccccc1SCC(=O)N1CCCC1 returned ADAM17 inh -5.9, DAX1 inh-1 -0.1, hcDAF-12 act -0.1, ssDAF-12 act -1.4, FXN GAA850 act 0.5, SMARCA2 act -1.9, DAX1 inh-2 0.4, hgDAF12 agonist 1.4, ADAM10 inh -15.3, PG9 Ab binder 0.9 and GC-A act 0.9.
For CC(C)CCNC(=O)CN(CC1CCCO1)C(=O)CCC(=O)Nc1ccccn1 (stereo not given) the results were ADAM17 inh -3.3, DAX1 inh-1 -0.8, hcDAF-12 act -2.3, ssDAF-12 act -1.0, FXN GAA850 act 1.3, SMARCA2 act -0.2, DAX1 inh-2 -0.6, hgDAF12 agonist -2.3, ADAM10 inh 0.0, PG9 Ab binder -0.4 and GC-A act -1.3.
For CCC(=O)Nc1ccc(C(=O)NNC(=O)c2ccc(C)cc2)cc1 the results were ADAM17 inh -0.7, DAX1 inh-1 -0.6, hcDAF-12 act -2.8, ssDAF-12 act -1.0, FXN GAA850 act 1.8, SMARCA2 act -1.1, DAX1 inh-2 1.9, hgDAF12 agonist -2.7, ADAM10 inh 13.5, PG9 Ab binder -1.5 and GC-A act 5.4.
O=C(COc1cc(O)c2c(=O)cc(-c3ccccc3)oc2c1)c1cccc([N+](=O)[O-])c1 was read as ADAM17 inh -0.2, DAX1 inh-1 0.1, hcDAF-12 act -1.1, ssDAF-12 act -1.1, FXN GAA850 act -0.1, SMARCA2 act -0.3, DAX1 inh-2 -0.1, hgDAF12 agonist -0.3, ADAM10 inh 6.9, PG9 Ab binder 1.5 and GC-A act -11.8.
For COc1ccc2cc(/C=N/NC(=O)c3ccc(CN(c4ccc(C)c(C)c4)S(C)(=O)=O)cc3)c(Cl)nc2c1 the results were ADAM17 inh 0.7, DAX1 inh-1 0.9, hcDAF-12 act -2.4, ssDAF-12 act -0.9, FXN GAA850 act 3.9, SMARCA2 act 6.7, DAX1 inh-2 3.0, hgDAF12 agonist 0.1, ADAM10 inh -9.1, PG9 Ab binder -1.2 and GC-A act 2.3.
Screening CC(=O)NCCc1nc2ccccc2n1Cc1ccccc1 returned ADAM17 inh -1.5, DAX1 inh-1 0.2, hcDAF-12 act 1.0, ssDAF-12 act -0.3, FXN GAA850 act -2.2, SMARCA2 act -0.3, DAX1 inh-2 1.4, hgDAF12 agonist 0.3, ADAM10 inh -0.7, PG9 Ab binder -0.5 and GC-A act -4.0.
Screening Cc1nc(SCC(=O)Nc2ccc(OCc3ccccc3)cc2)n[nH]1 returned ADAM17 inh 2.1, DAX1 inh-1 0.6, hcDAF-12 act -0.6, ssDAF-12 act -1.4, FXN GAA850 act -1.2, SMARCA2 act 2.2, DAX1 inh-2 0.8, hgDAF12 agonist 1.8, ADAM10 inh -4.4, PG9 Ab binder 0.2 and GC-A act 8.8.
For CCCCn1c(N)c(N(CC)C(=O)c2cc(S(=O)(=O)N3CCCCCC3)ccc2OC)c(=O)[nH]c1=O the results were ADAM17 inh -1.3, DAX1 inh-1 -0.3, hcDAF-12 act -1.0, ssDAF-12 act -0.6, FXN GAA850 act 2.2, SMARCA2 act -3.3, DAX1 inh-2 0.4, hgDAF12 agonist 0.0, ADAM10 inh -6.7, PG9 Ab binder 1.6 and GC-A act 0.6.
`COc1ccc(CN2C(=O)C(CC(C)C)Nc3ncnc(N4CCN(c5ccccn5)CC4)c32)cc1` (stereo not given) gave ADAM17 inh -2.1, DAX1 inh-1 -0.2, hcDAF-12 act -0.6, ssDAF-12 act -1.5, FXN GAA850 act -1.7, SMARCA2 act -0.4, DAX1 inh-2 -0.1, hgDAF12 agonist -3.6, ADAM10 inh 2.0, PG9 Ab binder 0.8 and GC-A act -1.9.
Cc1ccc(NC(=O)c2ccco2)c(NC(=O)Cc2cccs2)c1 was read as ADAM17 inh -4.3, DAX1 inh-1 0.6, hcDAF-12 act -0.3, ssDAF-12 act -1.2, FXN GAA850 act -0.6, SMARCA2 act -1.8, DAX1 inh-2 0.2, hgDAF12 agonist -1.6, ADAM10 inh 0.6, PG9 Ab binder 0.8 and GC-A act -2.7.
Screening Brc1ccc(-c2csc(-c3c[nH]c4ccccc34)n2)cc1 returned ADAM17 inh 6.3, DAX1 inh-1 1.4, hcDAF-12 act 4.0, ssDAF-12 act -0.1, FXN GAA850 act 0.9, SMARCA2 act 4.9, DAX1 inh-2 1.7, hgDAF12 agonist 7.0, ADAM10 inh 7.2, PG9 Ab binder -2.6 and GC-A act 9.0.
For CCOCCCn1c(=NC(C)=O)c(C(=O)OCC)cc2c(=O)n3ccccc3nc21 the results were ADAM17 inh -34.5, DAX1 inh-1 -1.4, hcDAF-12 act 0.7, ssDAF-12 act -0.9, FXN GAA850 act 0.1&-1.8, SMARCA2 act -0.8, DAX1 inh-2 1.9&0.6, hgDAF12 agonist -1.4, ADAM10 inh -158.8, PG9 Ab binder 0.3 and GC-A act -0.3.
For CCNc1c(NS(=O)(=O)c2ccc(OC)c(Cl)c2)c(=O)oc2ccccc12 the results were ADAM17 inh 0.3, DAX1 inh-1 -1.3, hcDAF-12 act 0.8, ssDAF-12 act -1.4, FXN GAA850 act -3.1, SMARCA2 act -1.3, DAX1 inh-2 -1.0, hgDAF12 agonist -0.7, ADAM10 inh -10.1, PG9 Ab binder -0.6 and GC-A act -3.7.
Cc1nnc2n1NC(c1ccc(Cl)cc1)C(C(=O)N(C)C1CCCCC1)S2 (stereo not given) was read as ADAM17 inh -3.3, DAX1 inh-1 0.0, hcDAF-12 act 1.4, ssDAF-12 act -1.7, FXN GAA850 act -0.5, SMARCA2 act -1.9, DAX1 inh-2 0.1, hgDAF12 agonist -1.8, ADAM10 inh -4.7, PG9 Ab binder 0.9 and GC-A act 2.8.
`COC(=O)c1c(NC(=O)Cc2cccs2)sc(C(=O)N2CCCCC2)c1C` gave ADAM17 inh -4.3, DAX1 inh-1 -0.6, hcDAF-12 act -2.0, ssDAF-12 act -2.0, FXN GAA850 act 9.2*, SMARCA2 act 0.3, DAX1 inh-2 0.6, hgDAF12 agonist -3.0, ADAM10 inh -0.6, PG9 Ab binder 1.7 and GC-A act 13.1.
`Cc1sc(NC(=O)C2CCCCC2C(=O)O)c(C(N)=O)c1C` (stereo not given) gave ADAM17 inh 3.0, DAX1 inh-1 0.5, hcDAF-12 act -1.3, ssDAF-12 act -0.2, FXN GAA850 act -1.4, SMARCA2 act 0.7, DAX1 inh-2 0.9, hgDAF12 agonist -2.0, ADAM10 inh -1.7, PG9 Ab binder -1.0 and GC-A act -1.7.
Cc1nnc(NC(=O)Cn2nc(C)c3ccccc3c2=O)s1 was read as ADAM17 inh -29.1, DAX1 inh-1 -0.4, hcDAF-12 act -0.1, ssDAF-12 act -1.3, FXN GAA850 act 1.9, SMARCA2 act -3.8, DAX1 inh-2 0.8, hgDAF12 agonist -0.4, ADAM10 inh -7.2, PG9 Ab binder 1.8 and GC-A act -2.4.
Screening CC(=O)Nc1cccc(-c2csc(NCc3ccco3)n2)c1 returned ADAM17 inh -6.5, DAX1 inh-1 0.4, hcDAF-12 act -0.5, ssDAF-12 act -0.4, FXN GAA850 act 0.0, SMARCA2 act 1.6, DAX1 inh-2 -0.8, hgDAF12 agonist -0.8, ADAM10 inh -5.2, PG9 Ab binder 2.5 and GC-A act 2.6.

Bioassay records from PubChem.
